CDK5 inh – CDK5/p35 (human) kinase inhibition. Q00535+Q15078. Recombinant CDK5/p35, ADP-Glo luminescence, 60 min. inhibition, % at 10 µM. hit rate 0.01% among 330,000. AID 488839;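 active = highest replicate inhibition of at least 50% and at least 75% of replicates reaching 50%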;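 also: plate controls were DMSO neutral control for no effect and GW8510 at 10 µM for full effect; many of its hits are not listed in these tables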
PfHsp90 yeast 2 – inhibits growth of yeast expressing Plasmodium falciparum Hsp90; inhibition, % at 9.4 µM; hit rate 0.32% among 310,000; S. cerevisiae expressing PfHsp90, BacTiter-Glo ATP, 48 h; yeast lacking PDR1 and PDR3 efflux regulators; AID 504621;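 active = every replicate shows inhibition above about 80%, whatever the replicate mean, limit read from the data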;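 also: 0% = DMSO neutral controls and 100% = 20 µM radicicol positive controls; yeast relying on Plasmodium falciparum Hsp90 in place of its own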
PvdQ inh – blocks Pseudomonas aeruginosa PvdQ acylase activity | AID 488965 | purified PvdQ acylase, fluorescence plate reader | hit rate 0.063% among 340,000 | inhibition, % at 10 µM; in the data active = inhibition above about 30%, passing the limit was not always enough;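 also: 0% = vehicle neutral wells and 100% = reference inhibitor wells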
NSD2 HMT inh – NSD2 (human) methyltransferase inhibition. NSD2 peptide methylation, AlphaScreen, 120 min. inhibition, % at 12.5 µM. hit rate 0.54% among 310,000. AID 743445; in the data active = inhibition above about 50%
Keap1 Nrf2 FP – Keap1-Nrf2 (human) interaction inhibition; Keap1 Kelch-Nrf2 peptide fluorescence polarization, 1536-well; hit rate 0.15% among 340,000; inhibition, % at 9.4 µM; AID 504523; in the data active = inhibition above about 12%;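 also: human Keap1 Kelch domain with fluorescein labeled Nrf2 9mer peptide probe; 0% = neutral control wells and 100% = peptide positive control; higher means more block of Keap1 binding to Nrf2 peptide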
Target sequence (Q14145 whole entry, looked up, the tested form may be a part): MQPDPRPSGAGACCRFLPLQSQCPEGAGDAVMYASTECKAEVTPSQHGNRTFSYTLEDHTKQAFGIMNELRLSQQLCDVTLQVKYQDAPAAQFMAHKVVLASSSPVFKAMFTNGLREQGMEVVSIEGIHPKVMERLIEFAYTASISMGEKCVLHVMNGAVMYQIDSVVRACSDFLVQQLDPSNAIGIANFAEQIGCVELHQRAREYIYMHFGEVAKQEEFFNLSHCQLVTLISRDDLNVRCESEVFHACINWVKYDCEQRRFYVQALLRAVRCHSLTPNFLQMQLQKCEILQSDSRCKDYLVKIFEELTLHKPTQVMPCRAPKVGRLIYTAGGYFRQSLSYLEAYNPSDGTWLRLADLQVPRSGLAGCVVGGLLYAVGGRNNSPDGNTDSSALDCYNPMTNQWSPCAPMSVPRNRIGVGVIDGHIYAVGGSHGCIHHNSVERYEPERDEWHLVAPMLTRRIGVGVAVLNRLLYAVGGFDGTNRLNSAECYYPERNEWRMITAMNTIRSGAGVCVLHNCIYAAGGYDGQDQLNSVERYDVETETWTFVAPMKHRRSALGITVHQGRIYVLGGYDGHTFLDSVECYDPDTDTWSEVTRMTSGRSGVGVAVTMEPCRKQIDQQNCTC
RTF Ca sens inh – cardiac RTF calcium desensitization | P19429+P45379 | IANBD-labeled cardiac RTF, Ca2+ fluorescence | inhibition, % at 7.15 µM | hit rate 0.12% among 340,000 | AID 493244;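 active = inhibition above the mean inhibition of all tested compounds plus 3 SD, cut at about 17% in these data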;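 also: assay run at fixed EC70 calcium of 1.6 mM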
dFosB activator – enhances mouse delta FosB homodimer DNA binding; purified delta FosB, TAMRA-CDK5 oligo fluorescence polarization; percent of positive-control signal above neutral wells; activation, % at 25 µM; hit rate 0.99% among 340,000;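 active = mean activation above about 17%, with every replicate also reaching it, limit read from the data, passing the limit was not always enough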;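 also: fluorescence polarization rise as delta FosB binds a TAMRA Cdk5 AP-1 oligo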
Mot1-301 SUMO – SUMOylation pathway inhibition by Mot1-301 growth rescue; growth rescue, % at 18.8 µM; hit rate 1% among 320,000; S. cerevisiae Mot1-301 growth rescue, ATP luminescence, 38.5C; percent above DMSO median, 100 means doubled;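 active = every valid replicate shows activation above 250% relative to neutral control wells; inactive = the rest, any valid replicate at or below 250%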;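 also: OY570 slx delta 5 strain wells were the positive control but not used for scaling; some compounds called inactive have numbers as strong as hits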
Rtt109 Vps75 – inhibitors of Candida albicans Rtt109/Vps75 histone acetyltransferase; hit rate 0.16% among 330,000; inhibition, % at 34.9 µM; Q5AAJ8; AID 540336; purified Rtt109/Vps75, ThioGlo CoA-SH fluorescence, 4 h;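 active = inhibition of at least 50% in every replicate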
Target sequence (Q5AAJ8 whole entry, looked up): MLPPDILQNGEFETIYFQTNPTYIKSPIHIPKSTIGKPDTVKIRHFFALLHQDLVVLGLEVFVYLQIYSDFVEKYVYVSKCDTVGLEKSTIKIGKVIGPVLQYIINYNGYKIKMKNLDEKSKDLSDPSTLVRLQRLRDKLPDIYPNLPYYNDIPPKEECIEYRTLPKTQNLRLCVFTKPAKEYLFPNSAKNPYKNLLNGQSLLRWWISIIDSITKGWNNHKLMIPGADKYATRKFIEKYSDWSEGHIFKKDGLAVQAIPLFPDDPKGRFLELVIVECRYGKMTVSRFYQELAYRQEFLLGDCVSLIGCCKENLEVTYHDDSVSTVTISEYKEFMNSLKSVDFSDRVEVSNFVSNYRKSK
C-LANA FP – inhibitors of KSHV LANA C-terminal domain DNA binding; hit rate 0.078% among 340,000; AID 504423; MBP-C-LANA/FAM-LBS DNA binding, fluorescence polarization; inhibition, % at 9 µM;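 active = highest replicate inhibition at or above 60% at 9 µM, even if other replicates fall short; inactive = all replicates below 60% inhibition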;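 also: 0% = neutral control wells and 100% = 4 µM acridine orange control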
RTF Ca sens act – cardiac RTF calcium sensitization. activation, % at 7.2 µM. IANBD-labeled TnC RTF fluorescence at EC20 calcium; 0% EC20 calcium, 100% full calcium. P19429+P45379. hit rate 0.24% among 340,000. AID 493008;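 active = activation above the mean over all tested compounds plus 3 SD, cut at about 30% in these data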;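 also: rise in fluorescence read as greater calcium sensitivity of cardiac thin filaments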
* = called active by the depositor; . = not tested or not shown; & = joins results of further samples.

SMILES	CDK5 inh	PfHsp90 yeast 2	PvdQ inh	NSD2 HMT inh	Keap1 Nrf2 FP	RTF Ca sens inh	dFosB activator	Mot1-301 SUMO	Rtt109 Vps75	C-LANA FP	RTF Ca sens act
COC(=O)c1cc(Br)ccc1N(Cc1cc(OC)cc(OC)c1)S(C)(=O)=O	-1.3	18.5	-7.6	.	-5.5	-1.6	-3.7	-16.7	-4.4	0.0	11.5
Cc1cc(C)n(-c2ncccc2[N+](=O)[O-])n1	-3.8	-38.8	-12.3	51.6*	-2.8	-2.5	-1.4	-1.2	9.7	0.5	5.2
O=C1OCC/C1=C\OCCCO/C=C1\CCOC1=O	-2.0	-8.4	0.3	-0.5	-1.2	2.6	1.1	353.3	-1.1	7.2	-7.7
Cn1c(=O)[nH]c(=O)c2c1nc(N1CCN(Cc3ccccc3)CC1)n2CCCc1ccccc1	2.9	-49.2	-1.7	4.1	0.8	-0.3	-5.6	-27.7	6.0	0.8	-0.2
COc1ccc(C)cc1S(=O)(=O)Nc1ccc(F)c(Cl)c1	1.6	-11.6	-11.7	-0.4	-1.2	-15.1	-6.0	-18.7	-6.8	0.1	3.5
O=C(CN(CC1CCCO1)C(=O)CNS(=O)(=O)c1ccccc1)NCc1ccccc1 (configuration not stated)	-1.2	15.7	-12.8	20.5	-2.8	-10.9	-6.3	183.5	16.3	-1.3	-5.8
C=CC[C@H](CC(=O)NCCO)C(=O)NCCOC(=O)[C@@H](CC=C)Cc1ccc(F)cc1	-0.7	7.6	-0.7	.	1.8	-5.2	3.8	-15.8	2.1	-1.6	-5.7
O=S(=O)(c1cccc(-c2nnc(SCc3nc4ccccc4s3)o2)c1)N1CCOCC1	0.1	24.7	-3.0	0.5	0.7	-39.8	-8.4	-16.4	5.1	3.7	7.8
COc1ccc(Cl)cc1/C=C(\C#N)C(N)=O	0.5	17.9	0.0	0.7	0.3	2.0	5.1	-16.1	-6.0	2.0	-5.8
O=C(CNC(=O)[C@@H]1Cc2ccccc2CN1)NCc1ccco1	-0.5	15.3	-6.5	-6.6	-0.2	-4.4	-11.7	30.9	-2.0	-1.0	-5.0
Cc1ccc(S(=O)(=O)N2CCN(C(=O)COC(=O)COc3ccc(Br)cc3)CC2)c(C)c1	-3.6	-8.1	8.1	1.0	-2.5	1.2	-2.3	.	13.6	-0.8	-6.4
COc1cccc(-n2c(COc3ccc(C)cc3)nnc2SCC(=O)O)c1	-0.9	-27.1	-12.1	-1.7	-2.8	-3.8	-13.3	-8.3	2.7	-1.1	0.5
O=C(Nc1ccc2c(c1)OCCO2)c1cc(-c2ccccc2)nc2ccccc12	-2.3	11.2	-4.9	0.7	1.5	2.8	0.9	9.4	-6.2	-0.9	0.8
O=c1[nH]nc(-c2ccccc2)c2ccccc12	0.6	-5.2	-12.4	0.8	3.1	-12.5	-6.4	-7.5	-6.0	0.8	1.6
Nc1nc(SCC(=O)N2CCCc3ccccc32)n(-c2ccccc2)n1	-0.7	24.2	-11.6	.	2.8	-9.4	-11.3	-14.7	1.7	-0.7	6.2
CCOC(=O)C1=C(C)NC(C)=C(C(=O)OCC)C1C(=O)OCC(=O)N1CCC(C)CC1	0.6&0.2	7.5	6.4&-7.3	-0.4&-3.3	-1.6&-3.4	3.1&-1.2	-3.9&-13.7	1.6&-1.9	-1.7&-26.2	-2.1&1.3	0.4&-4.3
COc1ccc(C2=NCCn3nc4cc(C(F)(F)F)ccc4c32)cc1	1.1	3.7	-9.7	.	-10.8	-2.1	-8.3	39.7	5.8	-2.4	-0.7
O=C(Nc1nnc(-c2ccc(F)cc2)s1)c1c(F)cccc1Cl	-0.5	6.2	11.3	.	-2.2	1.9	-10.5	-7.5	-8.7	1.1	-8.6
Cn1cnc(NCc2ccccc2)c1[N+](=O)[O-]	0.3	-8.6	-2.8	-4.3	2.2	.	-3.7	27.2	7.6	0.0	.
O=C(Nc1ccc2c(c1)Cc1ccccc1-2)c1cc2ccccc2o1	-1.9	6.3	-11.2	-1.6	-2.4	-2.3	-6.6	.	0.2	0.7	-1.3
O=C(O)c1cccc(C(=O)Nc2cccc(NC(=O)C3CCCO3)c2)c1 (configuration not stated)	-0.9	-19.6	-13.1	10.0	-2.7	-23.6	-1.7	-18.7	-1.2	-1.7	1.0
O=C(CC1(O)C(=O)Nc2cc(Cl)cc(Cl)c21)c1ccncc1 (configuration not stated)	0.8	5.9	-14.9	96.7*	-5.0	-4.0	0.2	-18.9	-2.6	0.6	-4.7
CCOc1ccccc1N=c1oc2cc(O)ccc2cc1C(=O)NCC1CCCO1 (configuration not stated)	-1.8	13.5	-1.4	5.0	-0.3	-6.2	-13.8	-4.2	-157.1	0.7	0.2
COc1ccc(C(=O)CSc2[nH]c(=O)cc(C(F)(F)F)c2C#N)cc1	-0.6	-21.4	-3.4	-3.4	-8.0	-8.1	-6.0	14.7	4.7	-0.1	-2.0
CCOc1ccc(-c2cn3ccccc3n2)cc1	5.8	.	49.9*	-2.4	-0.3	-1.0	-5.7	62.8	13.8	0.4	-2.3
CC12C=CC3(O1)C(C(=O)N(c1cccnc1)C3C(=O)NC1CCCCC1)C2C(=O)Nc1ccccc1 (configuration not stated)	-0.3	-11.8	-1.2	-0.2	2.8	1.7	0.3	-3.2	2.6	1.6	0.1
CSc1nc(O)c(C(c2cccc([N+](=O)[O-])c2)c2c(O)nc(SC)[nH]c2=O)c(=O)[nH]1	-0.7	-1.4	10.2	1.0	-0.9	-2.1	-3.9	36.7	17.7	-0.1	-2.0
COc1ccccc1CNC(=O)Cn1cccc1C(=O)c1ccccc1	0.0	-21.9	4.3	3.8	-1.8	0.4	-3.4	-11.6	-1.1	1.5	-2.3
CCOc1ccc(S(=O)(=O)NC(C)(C)C)cc1-c1nc2c(C(C)(C)C)nn(C)c2c(=O)[nH]1	-0.4	-4.9	11.2	-0.1	-2.4	-1.9	-15.1	-9.4	8.1	0.2	2.9
Cc1ccc2nc(N(CCN(C)C)C(=O)C3=COCCO3)sc2c1	1.8	-4.2	-10.0	0.5	0.3	-8.0	-2.1	18.8	-1.6	-0.4	-6.1
Cc1cccc(NC(=O)CNC(=O)COC(=O)c2ccco2)c1C	0.6	19.2	-14.6	-1.3	2.1	-8.9	-0.6	10.6	-17.0	1.4	-1.5
Cc1cc(C)nc(NS(=O)(=O)c2ccc(N3C(=O)C4CCCCC4C3=O)cc2)n1 (configuration not stated)	1.9	29.6	2.1	5.0	-2.8	6.5	0.3	-1.0	26.9	-1.3	-0.4
CC(C)(C)NC(=O)C(=O)NNC(=O)c1cccc(Br)c1	0.2	-16.9	-14.4	-0.7	0.6	0.4	-8.6	-0.2	3.7	2.6	1.2
Cc1ccc(NC2CCCN(C(=O)CCc3cn[nH]c3)C2)cc1C (configuration not stated)	0.3	1.4	-2.4	-0.3	1.4	-3.2	-0.1	132.9	11.5	-0.8	-2.1
O=C(C[C@@H]1C/C=C\C[C@@H](NC(=O)OCC2c3ccccc3-c3ccccc32)C(=O)OCCNC1=O)N[C@@H](CO)Cc1ccccc1	-3.4	3.7	-15.4	.	3.0	-7.9	1.8	-0.9	0.1	3.5	-10.4
O=C(COc1ccc(Br)cc1)NCCCn1ccnc1	-1.1	-12.9	-11.7	4.4	-8.2	-8.2	-6.0	-19.6	3.6	-2.1	-4.9
COc1ccccc1-c1cc(-c2ccc(O)cc2)nc(N)c1C#N	3.1	-7.4	-39.2	-7.0	-6.6	-4.8	-11.6	-6.4	9.8	-0.1	-2.5
CCC(c1nnc(SCC(=O)N2CCOCC2)n1C1CCCCC1)N(C)C (configuration not stated)	1.8	3.0	-12.2	-1.8	-4.7	-8.8	-2.1	18.5	-1.3	1.8	-0.8
NS(=O)(=O)c1ccc(CCNC(=O)CSc2ccc3ccccc3c2)cc1	-0.2	.	-16.4	-0.3	4.6	-1.5	-14.1	20.6	6.3	-1.0	-2.4
CCc1nnc(NC(=O)c2nc(S(=O)(=O)Cc3cccc(C)c3)ncc2Cl)s1	-0.2	-0.1	3.6	-0.3	0.3	-7.7	-3.5	24.5	19.3	0.5	-2.4

With a hit mark in PvdQ inh, among the entries above:
SMILES | CDK5 inh | PfHsp90 yeast 2 | PvdQ inh | NSD2 HMT inh | Keap1 Nrf2 FP | dFosB activator | Mot1-301 SUMO | Rtt109 Vps75 | C-LANA FP
CCOc1ccc(-c2cn3ccccc3n2)cc1 | 5.8 | . | 49.9* | -2.4 | -0.3 | -5.7 | 62.8 | 13.8 | 0.4

(next part)
SMILES	CDK5 inh	PfHsp90 yeast 2	PvdQ inh	NSD2 HMT inh	Keap1 Nrf2 FP	RTF Ca sens inh	dFosB activator	Mot1-301 SUMO	Rtt109 Vps75	C-LANA FP	RTF Ca sens act
Cc1ccc(C(=O)Nc2nc3ccccc3n2CCN2CCCC2)cc1	0.4	48.9	7.3	11.1	-4.5	-12.3	0.2	16.9	-3.3	1.2	0.5
CCOC(=O)N1CCN(C(=O)CCl)CC1	0.4	-7.0	3.2	-0.5	-0.7	-5.2	-2.5	-0.7	-17.0	-0.6	1.7
CC(=O)Oc1ccc(/C(C)=N\N2CCN(Cc3ccc(Cl)cc3)CC2)cc1	-0.8	-15.6	-7.6	20.3	-0.6	-3.5	4.2	-4.1	-3.2	-0.3	-2.6
CN(CCOc1ccc(Cl)cc1)CC(O)c1ccccc1 (configuration not stated)	2.9	-6.9	-24.6	11.7	-5.7	-11.0	-9.8	4.1	6.8	-0.8	-4.1
N#Cc1ccccc1CN1C(=O)NC2(CCCCCC2)C1=O	-0.9	7.1	-2.0	3.0	0.9	-6.8	0.8	486.4	0.7	2.0	-3.2
Cc1ccc2nc(-c3ccco3)c(Nc3ccccc3)n2c1	.	-12.9	13.0	12.1	-1.0	10.4	-0.6	-7.3	2.6	-0.5	1.7
CC(C)CN(C(=O)COC(=O)C1CC1)c1c(N)n(Cc2ccccc2)c(=O)[nH]c1=O	-6.8	.	-13.2	-2.5	-4.6	-4.1	-2.4	0.1	-17.8	1.7	1.0
O=C(CCNC(=O)c1ccc(Br)cc1)Nc1cccc(S(=O)(=O)N2CCCCCC2)c1	-1.5	23.7	-2.4	.	1.9	9.9	-4.1	27.2	-1.3	0.3	-5.1
CCc1ccc(C(=O)CSc2nc(N)cc(=O)[nH]2)cc1	0.8	11.4	-11.7	-0.8	-2.7	-1.5	-8.1	2.2	5.5	-2.0	-2.9
OC(COCc1ccc2c(c1)OCO2)CN1CCCCC1 (configuration not stated)	-3.2	-19.8	-4.4	0.3	-4.2	-7.3	-2.8	-5.0	-3.6	0.0	13.2
COc1cc(NC(=O)c2sc3ncn(CC(=O)N4CCCC(C)C4)c(=O)c3c2C)cc(OC)c1OC (configuration not stated)	0.8	3.8	-7.4	0.3	0.4	-7.3	-20.6	12.0	1.8	-1.4	7.0
O=C(O)CCCCCNC(=O)c1ccccc1	0.2	.	-2.9	23.2	-0.6	-2.6	-2.8	92.1	-9.1	-0.2	-5.8
COCc1cc(C)nc2sc(C(=O)Nc3ccccc3F)c(N)c12	-1.1	17.8	-1.9	-8.4	2.5	-10.8	-6.0	10.4	-2.3	0.9	0.8

Bioassay records: PubChem BioAssay, several laboratories
